ELG1 genotoxic = qHTS screen for small molecules that induce genotoxicity in human embryonic kidney (HEK293T) cells expressing luciferase-tagged ELG1 | HEK293T ELG1-luciferase reporter, luminescence, 16 h | Potency, µM (series often up to 46 µM), without a hit: at the highest dose activity change, positive = activation, most hits filed as activators | 330,000 compounds, 1.3% hits | AID 504466, 2011; further: % of control where 0% means no effect; nearly all actives have a fitted effect of over 60% in size
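ELG1-luciferase HEK293T cells, 2,000/well; compound pinned in; 16 hr, 37 °C, 5% CO2; ONE-Glo, 30 min RT; luminescence on CCD imager.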
NPC1 prom act = qHTS Assay for NPC1 Promoter Activators. Potency, µM (highest dose often 9.22 µM), for inactives: at the highest dose activation, most hits filed as activators. 320,000 compounds, 2.4% hits. Huh7 NPC1 promoter luciferase reporter, 24 h;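 further: % of control where 0% means no effect; nearly all actives have a fitted effect of over 60% in size; reporter is driven by a mutant NPC1 promoter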
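Luminescence from an NPC1 promoter-driven luciferase reporter in stably transfected Huh7 cells was measured after 24 h compound treatment at 37 °C, followed by 10 min ambient incubation with luciferase detection reagent.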
uPA generation = qHTS for Inhibitors of Cell Surface uPA Generation. cell surface uPA generation assay, qHTS. Potency, µM (doses to about 38.3 µM), for the others: at the top dose activity change, negative = inhibition, actives largely listed as inhibitors. 330,000 compounds, 0.31% hits. AID 540303, 2011; active means well fitted inhibition curve with a large enough effect; inconclusive means small, poorly fitted or top-dose-only effect; inactive means no such curve, though single readings can be large or run the other way; tested in mouse RAW 264.7 cells; further: on the % scale 0 is the no-effect control and ±100 the full control effect; nearly all actives have a fitted effect of over 55% in size
FLuc modulator = qHTS profiling assay for firefly luciferase inhibitor/activator using purifed enzyme and Km concentrations of substrates (counterscreen for miR-21 project); 360,000 compounds, 6.9% hits; AID 588342, 2011; Potency, µM (highest dose often 57.5 µM), inactives show at the top dose activity change, negative = inhibition, usual class: inhibitors; Luciferin 4-monooxygenase (Photinus pyralis), P08659; purified FLuc, Km substrates, luminescence inhibition;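 further: plate controls were vehicle for no effect and reference inhibitor for full effect; nearly all actives have a fitted effect of over 55% in size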
Target sequence (P08659 whole entry, looked up): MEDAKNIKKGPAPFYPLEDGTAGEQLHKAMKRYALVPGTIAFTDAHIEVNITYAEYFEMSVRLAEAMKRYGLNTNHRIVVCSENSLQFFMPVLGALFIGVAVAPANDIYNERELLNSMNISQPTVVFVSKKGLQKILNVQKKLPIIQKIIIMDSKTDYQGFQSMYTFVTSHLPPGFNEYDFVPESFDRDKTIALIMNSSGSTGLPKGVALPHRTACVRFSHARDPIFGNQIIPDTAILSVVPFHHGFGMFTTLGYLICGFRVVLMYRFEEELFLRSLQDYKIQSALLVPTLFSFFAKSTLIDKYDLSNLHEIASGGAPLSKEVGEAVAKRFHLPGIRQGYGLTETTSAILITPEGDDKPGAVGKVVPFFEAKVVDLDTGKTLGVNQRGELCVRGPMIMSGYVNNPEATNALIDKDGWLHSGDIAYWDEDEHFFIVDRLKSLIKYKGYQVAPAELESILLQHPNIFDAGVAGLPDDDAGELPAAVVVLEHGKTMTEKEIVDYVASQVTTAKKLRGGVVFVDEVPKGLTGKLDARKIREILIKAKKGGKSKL
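Purified P. pyralis luciferase (10nM final) with 10uM D-luciferin and 10uM ATP (Km levels) in 50mM Tris acetate pH 7.5, 10mM Mg acetate, 0.01% Tween-20, 0.05% BSA; qHTS 6-point titration, ~60 µM downward; luminescence read.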
Gal4-VP16 FLuc = VP16 counterscreen qHTS for inhibitors of ROR gamma transcriptional activity; 310,000 compounds, 3.5% hits; Drosophila S2 Gal4-VP16 UAS-luciferase, luminescence, 20 h; Potency, µM (highest dose often 53.6 µM), for the others: top-dose activity, negative = inhibition, actives largely listed as inhibitors; AID 2546, 2010;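 further: Gal4-VP16 expression switched on by copper sulfate through the metallothionein promoter; on the % scale 0 is the no-effect control and ±100 the full control effect; nearly all actives have a fitted effect of over 50% in size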
RORg inh = qHTS for inhibitors of ROR gamma transcriptional activity | Nuclear receptor ROR-gamma (Mus musculus), P51450 | Drosophila S2 Gal4-RORgamma UAS-luciferase reporter, 20 h | Potency, µM (highest dose often 53.6 µM), inactives show top-dose activity change, negative = inhibition, hits mostly inhibitors | 310,000 compounds, 5.4% hits; further: on the % scale 0 is the no-effect control and ±100 the full control effect; nearly all actives have a fitted effect of over 60% in size
Target sequence (P51450 whole entry, looked up, the tested form may be a part): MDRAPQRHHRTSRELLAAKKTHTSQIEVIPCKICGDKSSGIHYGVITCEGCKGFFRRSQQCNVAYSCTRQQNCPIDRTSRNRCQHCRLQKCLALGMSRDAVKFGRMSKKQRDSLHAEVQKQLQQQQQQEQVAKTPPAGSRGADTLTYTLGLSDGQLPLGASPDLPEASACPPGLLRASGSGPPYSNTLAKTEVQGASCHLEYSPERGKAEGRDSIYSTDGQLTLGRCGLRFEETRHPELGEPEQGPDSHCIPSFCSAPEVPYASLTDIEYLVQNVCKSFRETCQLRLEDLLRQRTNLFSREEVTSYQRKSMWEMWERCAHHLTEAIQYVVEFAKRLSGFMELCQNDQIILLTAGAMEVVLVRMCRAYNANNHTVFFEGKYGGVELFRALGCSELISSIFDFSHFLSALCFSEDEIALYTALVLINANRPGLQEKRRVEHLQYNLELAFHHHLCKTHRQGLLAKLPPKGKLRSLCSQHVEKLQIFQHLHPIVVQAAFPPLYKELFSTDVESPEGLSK
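ROR gamma transcriptional activity was tracked as Gal4-UAS luciferase output in stably transfected Drosophila Schneider cells, with compound added 1 hr before 700 uM copper sulfate induction and a 20 hr ambient-temperature incubation.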
MBNL1-CUG inh = qHTS Assay for Inhibitors of MBNL1-poly(CUG) RNA binding | Muscleblind-like protein 1 (Homo sapiens), Q9NR56 | TR-FRET MBNL1-His/biotin-(CUG)12 binding, 665/545 ratio | Potency, µM (top dose mostly 57.5 µM), for the others: at the top dose activity change, negative = inhibition, most hits filed as inhibitors | 280,000 compounds, 0.036% hits; active means well fitted inhibition curve with a large enough effect in the signal ratio, with a control signal flat, not every such curve was filed as active; inconclusive means small, poorly fitted or top-dose-only effect, or effect the other way, or a change in a side signal; inactive means no such curve, though single readings can be large or run the other way; the % refers to the signal ratio; further: on the % scale 0 is the no-effect control and ±100 the full control effect
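Compound titration spanned 92 nM–58 uM against the MBNL1-His/biotin-(CUG)12 complex. After 60 min at room temperature with 5 nM streptavidin-XL665 and 0.055 ng/ul terbium anti-His, ratiometric 665/545 nm emission (Ex 340 nm) normalized to controls.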
p53 reactivator = qHTS assay for re-activators of p53 using a Luc reporter; H1299 p53-A138V BP100-luciferase reporter, luminescence, 24 h; Potency, µM (highest dose often 92.2 µM), inactives show at the top dose activity change, positive = activation, most hits filed as activators; 320,000 compounds, 0.063% hits; AID 504706, 2011; further: % of control where 0% means no effect; nearly all actives have a fitted effect of over 45% in size
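p53-null H1299 cells stably carrying temperature-sensitive p53-A138V and a BP100-luciferase reporter were pinned with compounds (4-point, 1:5 series) and held 24 hrs at 37 deg C. Luminescence was read 10 min after detection reagent.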
Rab9 promoter act = qHTS Assay for Rab9 Promoter Activators; Huh7 Rab9 promoter-luciferase reporter, luminescence, 24 h; Potency, µM (series often up to 9.22 µM), for the others: at the highest dose activation, negative = inhibition, usual class: activators; 320,000 compounds, 2.8% hits; AID 485297, 2010; further: % of control where 0% means no effect; nearly all actives have a fitted effect of over 60% in size
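Huh7 cells stably carrying Rab9 promoter–luciferase reporter, plated 1500 cells/well, compound added after 2 h and incubated 24 h at 37 °C; luciferase luminescence then read after 10 min with detection reagent.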
BRCA1 expr up = qHTS Assay to Identify Small Molecule Activators of BRCA1 Expression | MCF7-BRCA1-FFLuc reporter, luminescence, 48 h; response scale: scaled: vehicle 0%, 10 µM genistein 100% | Potency, µM (top dose mostly 46.1 µM), without a hit: at the top dose activation, actives largely listed as activators | 380,000 compounds, 1.1% hits | AID 624202, 2012; further: nearly all actives have a fitted effect of over 80% in size; some results filed as inactive show a strong effect at the top dose
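MCF7 cells carrying a BRCA1-firefly luciferase reporter (2000 cells/well, phenol-red free MEM) were attached for 2 h at 37 °C, then given compounds for 48 h. Luminescence was read 15 min after luciferase reagent; activity normalized to genistein (10 microM) and DMSO.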
Starred values were filed as active, the others as inactive; ? = inconclusive; / = no result given; [ ] = remark or other dose. Unless noted, the call rests on the fitted dose curve; in most records, active means well fitted curve in the direction sought with a large enough effect; inconclusive means small, poorly fitted or top-dose-only effect, or another doubt; inactive means no such curve, though single readings can be large; an effect the other way counts as inactive or inconclusive. Potency means the concentration at half of the fitted maximal effect.

SMILES | ELG1 genotoxic | NPC1 prom act | uPA generation | FLuc modulator | Gal4-VP16 FLuc | RORg inh | MBNL1-CUG inh | p53 reactivator | Rab9 promoter act | BRCA1 expr up
S=C(Nc1ccc(Cl)cc1)NC1CCN(Cc2ccccc2)CC1 | -0.2% | 0.7% | 2.2% | 4.3% | ? | 17.8µM* | -2.0% | -1.0% | -14.0% | -60.2%
CC(=O)Nc1ccc(NC(=O)CSc2ccc(-c3ccc(-n4ccnc4)cc3)nn2)cc1 | -1.4% | 3.0% | -0.9% | ? | / | / | / | 14.3% | -4.3% | -10.5%
O=C(Nc1cccc(Cl)c1)Nc1nnc(-c2ccncc2)s1 | -8.0% | -7.1% | 0.8% | 0.7% | -11.2% | ? | -7.0% | 3.2% | -16.9% | -71.2%
O=C1NC2(C=Cc3c(ccc4ccccc34)O2)Oc2ccccc21 (stereo not given) | 15.4% | ? | -5.6% | 6.01µM* | -3.6% | -9.6% | ? | ? | 28.4% | -38.1%
O=C(Nc1nc(-c2ccccn2)cs1)c1ccc(-c2ccccc2F)o1 | ? | 14.1% | -27.9% | ? | / | / | / | 14.5% | 9.4% | -9.0%
Cc1cccc(CN2CCC(n3nccc3NC(=O)CCCc3ccccc3)CC2)n1 | -3.8% | -1.1% | -4.0% | 2.4% | 20.1% | 5.2% | -6.8% | 0.6% | 3.6% | -12.9%
Cc1cc(=O)[nH]c(N/N=C/CCc2ccccc2)n1 | -3.8% | -1.5% | 1.4% | -3.9% | 7.8% | ? | -3.1% | 6.0% | 1.2% | -0.1%
CCCn1nnc(NC(=O)C(C)C)n1 | -1.6% | -1.3% | 12.8% | 1.3% | -1.9% | 12.2% | -5.5% | 6.5% | -7.7% | 0.2%
O=C(Nc1ccccc1-c1ccccc1)C12CC3CC(CC(C3)C1)C2 | 2.8% | 2.7% | 5.4% | ? | 2.6% | ? | -3.0% | 15.0% | 4.1% | 60.2%
O=C(O)c1cc(Nc2nc(N3CCOCC3)nc(N3CCOCC3)n2)ccc1Cl | -0.9% | -5.0% | 2.5% | 5.6% | -1.5% | -9.7% | ? | -7.7% | 0.9% | 9.9%
O=C(COC(=O)c1nc(Cl)ccc1Cl)NNC(=O)c1cccs1 | 1.2% | -1.5% | 13.1% | 0.6% | / | / | / | -1.2% | -5.5% | -24.0%
COc1ccc(C2N(c3ccc(Cl)cc3)C(=O)C3CCCN32)cc1 (stereo not given) | 6.2% | 7.4% | -15.9% | -3.4% | -0.1% | -0.9% | -9.6% | ? | -1.5% | 3.3%
COc1cc(C)nc(N2CCCC(C(=O)NCC(C)C)C2)n1 (stereo not given) | -2.8% | -6.4% | 3.8% | 1.6% | -9.6% | 15.6% | -2.9% | -16.4% | -0.4% | -11.8%
CC(C)(C)C(=O)Nc1ccc(C(=O)N/N=C/c2ccccc2OC(=O)c2ccc(Cl)cc2)cc1 | -0.1% | -11.0% | -4.0% | -9.6% | -4.0% | 5.4% | / | 7.1% | -20.0% | -64.7%[inhibitor]
Cc1nonc1NC(=O)c1oc2ccc(F)cc2c1C | 13.6% | ? | -26.9% | -0.6% | 9.6% | 13.6% | -2.7% | -5.4% | ? | -25.6%
COc1ccc(NC(=O)C2CCN(c3cnccn3)CC2)cc1OC | 2.7% | -0.3% | -1.5% | 0.8% | -17.0% | 2.2% | -1.5% | -5.4% | -4.0% | -19.2%
COc1ccc(CCNC(=O)C2CCCN2C(=O)Nc2cccc(OC)c2)cc1 (stereo not given) | -1.1% | 2.1% | -6.4% | -2.4% | 9.5% | 0.8% | ? | -5.3% | -4.1% | -29.8%
COc1ccc(NC(=O)c2ccc3c(c2)n(C)c(=O)n3C)cc1 | ? | -5.0% | ? | ? | 4.0% | -1.6% | -2.4% | -1.3% | -10.6% | -34.1%
O=C(c1ccccc1Cl)N(Cc1ccccc1F)N1C(=O)CCCC1=O | -1.5% | -0.4% | 0.5% | 1.0% | -17.9% | -31.2% | -0.7% | -3.5% | -5.6% | -1.2%
CCOC(=O)CN(C)Cc1c[nH]c2ccccc12 | ? | -1.5% | / | -2.2% | -2.4% | 1.3% | 7.2% | 10.1% | 0.2% | /
Cc1ccc(SCc2ccc(C(=O)Nc3cc([N+](=O)[O-])ccc3C)cc2)cc1 | 1.7% | -9.1% | -2.3% | ? | ? | 13.2% | -1.9% | -3.2% | 3.1% | 6.5%
Cc1cc(C)cc(OCC(=O)NCCN2CCOCC2)c1 | -2.3% | -2.1% | 0.2% | 3.9% | 2.3% | 17.2% | -2.5% | -0.1% | 0.8% | 2.1%
CSc1ccc(C2=CC(=O)C[C@H](c3ccc(Cl)cc3)C2)cc1 | 1.1% | -0.5% | 10.8% | -1.3% | / | / | / | 5.2% | -9.3% | 5.3%
COc1ccc(Oc2c(C)oc3cc(OC(=O)N4CCOCC4)ccc3c2=O)cc1 | -3.2% | -4.8% | -4.9% | 2.3% | 2.7% | 13.7% | 1.8% | -1.0% | -4.0% | -3.3%
CSc1ccc(CN2CCN(C(=O)c3ccncc3)CC2)cc1 | -6.8% | -7.0% | -0.5% | -0.8% | -2.1% | -6.0% | -11.4% | -4.6% | -10.7% | -20.7%
(listing goes on)
SMILES | ELG1 genotoxic | NPC1 prom act | uPA generation | FLuc modulator | Gal4-VP16 FLuc | RORg inh | MBNL1-CUG inh | p53 reactivator | Rab9 promoter act | BRCA1 expr up
Cc1ccc(C)n1-c1ccc(N(C)C)cc1 | ? | -3.9% | -7.2% | ? | -16.4%[10 µM] | 4.8% | 10.0% | ? | 0.3% | -0.8%
COc1ccc(NC(=O)c2ccccc2NC(=O)C2CC=CCC2C(=O)O)cc1 (stereo not given) | 8.6% | -2.0% | 3.3% | -8.9% | 7.7% | 38.3% | -3.2% | 18.3% | -9.8% | 95.2%
Cc1ccc(C2CC(=O)c3cnc(N4CCc5ccccc5C4)nc3C2)cc1 (stereo not given) | -1.7% | -0.6% | 2.7% | -2.1% | 6.7% | -5.2% | 6.5% | 5.4% | -3.1% | 1.4%
CCc1c(C)c2ccc(OC(C)C(=O)NC(Cc3c[nH]c4ccc(O)cc34)C(=O)O)c(C)c2oc1=O (stereo not given) | 0.4% | 0.7% | 6.3% | -16.9% | -4.6% | 18.0% | 7.7% | 9.5% | -2.5% | 0.5%
CCN1CCC(Nc2ccnc3cc(Cl)ccc23)CC1 | -6.7% | -2.5% | 0.4% | 3.7% | -10.0% | -17.2% | 5.8% | 3.0% | 1.8% | -9.2%
CCN(C(=S)Nc1ccc(Oc2ccccc2)cc1)c1ccccc1 | 4.0% | 0.0% | 2.0% | 2.3% | 17.8µM* | 12.6µM* | -11.3% | 10.4% | -0.8% | -8.5%
NC(=O)c1ccc(NCC2COc3ccccc3O2)c([N+](=O)[O-])c1 (stereo not given) | 5.9% | 10.8% | -2.2% | -14.4% | ? | ? | ? | 1.9% | 21.3% | 27.6%
CC1c2nc3ccccc3n2C(CC(=O)NCCCN2CCOCC2)C(=O)N1Cc1ccccc1 (stereo not given) | 2.1% | 0.7% | 0.5% | -2.5% | -6.9% | 0.2% | -20.0% | 4.0% | -0.3% | 11.7%
O=C(Nc1ccccc1)Nc1ccc2c(c1)CCC2 | ? | 2.51µM* | -8.5% | 2.69µM* | 23.9% | 4.4% | -5.7% | 21.7% | 3.55µM* | ?
Cn1nc(C(=O)Nc2c(-c3ccccc3)nc3sccn23)c2ccccc2c1=O | 2.5% | -0.1% | -4.9% | -15.5% | ? | 10µM* | -3.9% | 14.0% | -0.4% | -34.5%
COc1ccc(CN2CCN(C(=O)Cn3ncn4cccc4c3=O)CC2)c(OC)c1OC | 0.3% | 0.9% | -13.7% | -1.1% | -16.2% | 41.7% | -6.4% | / | -3.7% | -7.7%
O=C(NNC(=O)C1CCC1)c1ccccc1F | 0.6% | 6.5% | 1.0% | 3.2% | / | / | / | 10.0% | -0.8% | 7.7%
COc1ccc(NC(=O)CNC(=O)Cc2cccc3ccccc23)cc1 | -1.8% | / | -23.3% | / | / | / | / | -2.3% | / | -16.0%
CCN(CC)C(=O)Cn1cnc2sc(C(=O)NCCCN3CCOCC3)c(C)c2c1=O | 0.7% | 0.1% | 6.7% | -2.4% | 1.2% | -21.8% | -0.1% | -0.8% | -4.0% | -4.7%
Cc1cc(N2CCCC2)c(C)cc1C=O | 7.4% | -3.1% | -1.0% | ? | 4.9% | 13.1% | 10.1% | -0.9% | -4.6% | 2.0%
